TcdB inh: TcdB glycohydrolase inhibitors, primary screen, biochemical, single point, plate reader. TcdB glycohydrolase enzymatic assay. inhibition, % at 9.99 µM. 350,000 tested, 0.24% active. AID 652162, 2013; in the data active = inhibition above about 10%
PrPC TRFRET: inhibitors of human cell surface prion protein PrPC, primary screen, cell-based, TR-FRET. TR-FRET read-out. inhibition, % at 13.8 µM. AID 720596, 2013. 370,000 tested, 0.43% active; in the data active = inhibition above about 24%; note: 0% = median of the test wells and 100% = reference compound wells
CCHFV vOTU inh: CCHFV vOTU protease inhibitors, primary screen, biochemical, Pep-AMC substrate, fluorescence. inhibition, % at 11.5 µM. Crimean-Congo hemorrhagic fever virus L polyprotein viral ovarian tumor (vOTU) protease …. AID 651958, 2012. 370,000 tested, 0.55% active; in the data active = inhibition above about 30%; note: 0% = vehicle wells with enzyme and 100% = no enzyme wells
Anthrax LF prot: Bacillus anthracis LF protease inhibitors, primary screen, biochemical, multiplex microsphere, MLPCN library; 360,000 tested, 0.12% active; inhibition, % at 10 µM; Lethal factor (Bacillus anthracis), P15917; multiplex microsphere protease cleavage assay; note: plate controls were buffer without enzyme for full effect and enzyme alone for no effect
Target sequence (P15917 whole entry, looked up): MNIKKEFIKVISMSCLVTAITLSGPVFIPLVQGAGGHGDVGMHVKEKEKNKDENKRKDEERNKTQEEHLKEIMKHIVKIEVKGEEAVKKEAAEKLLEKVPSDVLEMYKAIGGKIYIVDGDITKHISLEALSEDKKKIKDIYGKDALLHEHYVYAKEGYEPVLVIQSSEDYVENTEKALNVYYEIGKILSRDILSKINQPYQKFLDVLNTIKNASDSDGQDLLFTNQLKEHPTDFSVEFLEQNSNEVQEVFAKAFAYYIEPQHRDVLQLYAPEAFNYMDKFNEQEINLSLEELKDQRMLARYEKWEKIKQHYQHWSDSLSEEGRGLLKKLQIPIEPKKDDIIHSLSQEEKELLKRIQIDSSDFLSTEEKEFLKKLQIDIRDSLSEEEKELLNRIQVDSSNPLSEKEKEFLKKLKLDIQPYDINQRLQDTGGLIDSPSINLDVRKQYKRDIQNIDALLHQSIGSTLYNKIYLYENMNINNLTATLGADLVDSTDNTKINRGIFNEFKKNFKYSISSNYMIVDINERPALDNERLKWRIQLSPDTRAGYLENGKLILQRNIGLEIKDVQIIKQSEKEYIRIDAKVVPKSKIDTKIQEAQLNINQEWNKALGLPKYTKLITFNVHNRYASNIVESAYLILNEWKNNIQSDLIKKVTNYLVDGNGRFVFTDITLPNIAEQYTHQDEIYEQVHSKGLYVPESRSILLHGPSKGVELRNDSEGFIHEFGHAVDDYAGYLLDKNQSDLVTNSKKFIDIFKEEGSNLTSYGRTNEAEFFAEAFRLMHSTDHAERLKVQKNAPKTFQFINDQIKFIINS
BoNT-A LC inh2: BoNT/A light chain protease inhibitors, primary screen, biochemical, flow cytometry, MLPCN library; AID 588499, 2011; multiplex microsphere protease substrate cleavage; 360,000 tested, 0.17% active; inhibition, % at 10 µM; Botulinum neurotoxin type A light chain protease (Clostridium botulinum A str. ATCC 3502); note: plate controls were buffer without enzyme for full effect and enzyme alone for no effect
PfHsp40 yeast: rescue of yeast from PfHsp40 toxicity, primary screen, S. cerevisiae, ATP luminescence | growth rescue, % at 12.5 µM | 340,000 tested, 0.68% active | S. cerevisiae expressing PfHsp40, growth rescue; in the data active = growth rescue above about 28%, passing the limit was not always enough; inconclusive = no clear call, values can overlap the other calls;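 note: yeast W303a lacking pdr1 and pdr3 grown in galactose medium; growth measured after three days at 30 °C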
BoNT-F LC inh: BoNT/F light chain protease inhibitors, primary screen, biochemical, flow cytometry, MLPCN library. Multiplex microsphere protease cleavage assay. 360,000 tested, 0.22% active. inhibition, % at 10 µM. AID 588497, 2011. Botulinum neurotoxin type F light chain protease (Clostridium botulinum); in the data active = inhibition above about 35%, passing the limit was not always enough; inconclusive = no clear call, values can overlap the other calls; note: plate controls were buffer without enzyme for full effect and enzyme alone for no effect
Y pestis TopoI: Yersinia pestis topoisomerase I inhibitors, primary screen, biochemical, cleavage product accumulation, plate reader, single point; DNA topoisomerase I (Yersinia pestis CO92); Y. pestis Topo-I cleavage product accumulation; activity, % at 10 µM; 360,000 tested, 0.064% active; in the data active = activity above about 50%, passing the limit was not always enough; inconclusive = no clear call, values can overlap the other calls; note: inactives centre near 2
FadD28 binding: inhibitors of FadD28 bisubstrate probe binding, primary screen, biochemical, fluorescence polarization, single point | Mycobacterium tuberculosis FadD28 fatty-acid-AMP ligase | inhibition, % at 12.5 µM | 360,000 tested, 0.22% active | AID 588549, 2011; in the data active = inhibition above about 8.5%, passing the limit was not always enough; inconclusive = no clear call, values can overlap the other calls
* hit, by the source's call; u = inconclusive; x = no result given; & = joins results of further samples. Cut-off read from the data, not from the text of the source, unless noted: active = inhibition above about 30%; inconclusive = no clear call, values can overlap the other calls; inactive = below that.

SMILES	TcdB inh	PrPC TRFRET	CCHFV vOTU inh	Anthrax LF prot	BoNT-A LC inh2	PfHsp40 yeast	BoNT-F LC inh	Y pestis TopoI	FadD28 binding
Cc1cc(Oc2ccc(-c3ccccc3)cc2)n2ncnc2n1	x	2	-1	6	-0.7	0.3	4	5	0.2
COc1ccc(S(=O)(=O)NC(=O)C2(C)CCN2C(=O)CCC2CCCC2)cc1OC (stereo not given)	1.6	10	6	2	-0.1	x	0	0	-2.2
COc1ccc2sc(-c3ccccc3OC)c(-c3ccc(SC)cc3)c2c1	-2.7	-6	2	-6	0.7	x	-1	x	x
O=C(COC(=O)/C=C/c1ccc(F)cc1)NC1CCCCCC1	-0.4	8	-8	-3	0.0	0.9	-5	1	0.0
CN1CCN(Cc2nc(Cc3ccccc3)no2)CC1c1ccccc1 (stereo not given)	-0.2	2	2	2	3.2	0.3	32	10	1.8
Cc1cc(NS(=O)(=O)c2ccc(NC(=O)c3cc4ccccc4o3)cc2)nc(C)n1	x	1	5	0	0.0	1.1	-5	-1	-3.7
CCCCCCNC(=O)Cc1c(O)c2ccccc2[nH]c1=O	x	3	-9	0	0.0	-2.2	3	3	-0.3
Cc1ccc(S(=O)(=O)CC(=O)Nc2nc3ccc(S(N)(=O)=O)cc3s2)cc1	0.2	-2	10	-4	0.2	-2.0	10	-2	0.1
CC(=O)Nc1ccc(N/C=C/C(=O)c2ccc(C)cc2)cc1	0.2	6	-14	5	-3.0	0.3	-3	-5	-2.2
OC(c1ccc(F)c(F)c1)c1nc(-c2cccc(F)c2)cs1 (stereo not given)	0.5	2	23	-2	-0.6	x	-7	-3	-3.0
CC(C)CC1Nc2ncnc(N3CCOCC3)c2N(Cc2ccc(Cl)cc2)C1=O (stereo not given)	1.2&0.9	9&-3	-4&11	-4&0	-0.5&0.7	1.7	-11&4	-10	-2.9&-0.1
COC(=O)/C=C1\N/C(=N\c2nc(C)cc(C)n2)N(c2ccc(C)cc2)C1=O	-0.4	-2	12	-2	-0.6	-0.1	-3	-5	-1.9
OC(c1ccc(F)c(F)c1)c1nc(-c2ccncc2)cs1 (stereo not given)	-7.4	14	6	-2	-0.8	x	-5	1	-1.6
O=C(O)CCc1ccc(-c2ccc(Cl)cc2)n1Cc1ccco1	x	6	12	0	1.1	5.6	2	6	u
COc1ccc(NC(=O)Cn2nc(C(=O)O)c3ccccc3c2=O)cc1OC	0.7	2	1	2	1.2	-0.1	4	0	-2.9
COC(=O)N/N=C/c1ccc([N+](=O)[O-])o1	x	-47	19	-10	-0.4	-0.1	0	-9	-0.8
Cc1cc2nc(-c3ccco3)cc(C(F)(F)F)n2n1	-1.7	-1	8	-4	-0.1	0.2	-4	-8	-2.4
CCn1c(CCCc2ccc(OC)c(C)c2)n[nH]c1=S	0.1	11	1	-2	0.3	0.8	0	5	0.3
CCOc1ncccc1C(=O)Nc1nc(SC)ns1	0.4	-4	5	8	-1.5	2.2	3	-3	-2.4
Cc1cccc(-c2nc3c(c(=O)c4ccccc4n3C)c(=O)n2-c2ccccc2)c1	-1.5	-5	-7	-3	-0.5	0.6	4	4	0.8

Some of the entries so far, bar-delimited:
canonical_smiles | TcdB inh | PrPC TRFRET | CCHFV vOTU inh | Anthrax LF prot | BoNT-A LC inh2 | PfHsp40 yeast | BoNT-F LC inh | Y pestis TopoI | FadD28 binding
Cc1ccc(S(=O)(=O)CC(=O)Nc2nc3ccc(S(N)(=O)=O)cc3s2)cc1 | 0.2 | -2 | 10 | -4 | 0.2 | -2.0 | 10 | -2 | 0.1
CC(=O)Nc1ccc(N/C=C/C(=O)c2ccc(C)cc2)cc1 | 0.2 | 6 | -14 | 5 | -3.0 | 0.3 | -3 | -5 | -2.2
OC(c1ccc(F)c(F)c1)c1nc(-c2cccc(F)c2)cs1 (stereo not given) | 0.5 | 2 | 23 | -2 | -0.6 | x | -7 | -3 | -3.0
CC(C)CC1Nc2ncnc(N3CCOCC3)c2N(Cc2ccc(Cl)cc2)C1=O (stereo not given) | 1.2&0.9 | 9&-3 | -4&11 | -4&0 | -0.5&0.7 | 1.7 | -11&4 | -10 | -2.9&-0.1
COC(=O)/C=C1\N/C(=N\c2nc(C)cc(C)n2)N(c2ccc(C)cc2)C1=O | -0.4 | -2 | 12 | -2 | -0.6 | -0.1 | -3 | -5 | -1.9
OC(c1ccc(F)c(F)c1)c1nc(-c2ccncc2)cs1 (stereo not given) | -7.4 | 14 | 6 | -2 | -0.8 | x | -5 | 1 | -1.6

Other structures follow:
SMILES	TcdB inh	PrPC TRFRET	CCHFV vOTU inh	Anthrax LF prot	BoNT-A LC inh2	PfHsp40 yeast	BoNT-F LC inh	Y pestis TopoI	FadD28 binding
O=C(CN1CCN(Cc2ccccc2)CC1)NC(=O)NC1CCCCC1	0.7	9	3	2	0.2	-0.3	-3	9	-0.9
COc1ccc(/C(C)=N/NC(=O)CNC(=O)c2ccco2)cc1	-0.8	9	-16	-18	-1.1	-0.7	-2	1	x
COc1cc(C(=O)N/N=C/c2ccc(OC(=O)c3ccccc3)c(OC)c2)ccc1O	1.1	3	-11	0	-4.8	0.8	-6	10	-13
O=c1c2ccccc2nc(N2CCCC2)n1-c1ccccc1	1.6	-4	-31	-4	-0.4	2.0	-2	2	-4.2
CC1(C)CC(=O)C2=C(C1)N(c1ccc(F)cc1)C(=O)C2(O)C(F)(F)F (stereo not given)	x	12	8	0	-6.4	-0.5	-7	0	0.3
CCOc1cccc2c1OC1(C)CC2NC(=O)N1c1cccc(Cl)c1 (stereo not given)	x	-3	-6	-2	0.7	-0.5	0	-2	-3.6
O=C(CSCc1cccc(Cl)c1)Nc1ccccc1-c1ccccc1	0.7	8	0	0	-0.1	5.4	3	u	-6.3
O=C(CCNS(=O)(=O)c1ccccc1)OCc1nnc(-c2ccccc2)o1	0.0	3	6	11	-6.1	-0.3	-4	2	0.5
O=C(CNC(=O)c1cccc(S(=O)(=O)N2CCc3ccccc32)c1)Nc1ccc(F)c(F)c1F	-1.7	6	26	-1	0.7	-0.2	0	9	-3.6
O=Cc1c(Cl)nc2ccccn12	0.6	0	6	-11	0.0	-2.1	-6	-6	-3.0
Cc1onc(-c2ccccc2)c1C(=O)N1CCOC12CCN(c1cccc(F)n1)CC2	0.2	0	4	-2	0.1	-1.5	3	16	-0.3
O=C(CCn1cncn1)N1CCCC(N2CCN(c3ccc(F)cc3)CC2)C1 (stereo not given)	0.5	0	5	0	-3.1	-0.2	-4	1	-2.2
COc1ccc(COC(=O)c2cccc(S(=O)(=O)N3CCN(C(C)=O)CC3)c2)cc1F	1.1	8	-2	-2	-2.7	-1.1	-7	21	-1.4
Cc1cc(C)c(S(=O)(=O)N2CCCOC2CNC(=O)C(=O)NCCc2c[nH]c3ccccc23)c(C)c1 (stereo not given)	x	3	5	-1	-0.3	1.7	-4	-3	-1.8
COCCCNC(=O)CC(=O)N/N=C\c1ccc(SC)cc1	0.6	-4	-6	1	-2.3	-0.3	-12	-3	0.9
C=CCN(c1ccccc1)S(=O)(=O)c1cccc(C(=O)NCC(c2ccc(OC)cc2)N2CCCCC2)c1 (stereo not given)	0.8	3	3	-8	u	-0.8	3	4	-16
CC(C)c1ccc(NC(=O)CSc2n[nH]c(=O)n2-c2ccc3c(c2)OCCO3)cc1	1.6	4	4	x	x	x	x	8	2.7
CN(C)S(=O)(=O)N1CCC(Oc2ccc(C(=O)N3C[C@H]4CC[C@H]3C4)cc2)CC1	0.6	5	6	0	0.2	-1.2	4	-1	0.6
CCC(C)NC(=O)CCSc1ccc(C)cc1 (stereo not given)	x	-6	2	-1	-0.3	-0.3	-6	7	0.7
CN1/C(=C\C(=O)c2cccnc2Cl)C(C)(C)c2ccccc21	-0.2	1	3	0	1.5	-0.2	-1	8	0.5
CC(C)c1cccc(C(C)C)c1NC(=O)COC(=O)C1=COCCO1	2.6	8	-12	1	0.3	-0.9	1	6	0.1
COc1ccc(C2SCCN2S(=O)(=O)c2ccc(NC(C)=O)cc2)cc1OC (stereo not given)	0.3	1	-7	-1	-1.1	0.0	-3	2	x
COCCNC(=O)NC(=O)CN1CCCc2ccccc21	0.5	-3	-12	-2	1.2	-1.5	2	1	0.8
COc1ccc(Br)cc1/C=C(\C(=O)O)c1ccc(S(=O)(=O)N2CCCC2)s1	0.2	-5	23	-10	0.8	-0.8	-4	19	-5.2
COc1ccc(C2C(=O)N(CCc3ccccc3)CC(=O)N2C2CCCC2)cc1 (stereo not given)	x	-4	9	-1	-2.2	0.2	0	28	0.7
CC(C)(C)NC(=O)CSc1nnc(-c2ccccn2)n1-c1ccccc1	0.6	3	-3	-4	-0.1	-1.4	2	-6	-0.6
COc1ccccc1NS(=O)(=O)c1cccc(NS(=O)(=O)c2cc(C(=O)O)ccc2OC)c1	-1.7	4	9	2	0.9	-1.2	-1	1	-4.5
O=C(Nc1cccc(C(=O)N2CCOCC2)c1)C1CCCCC1	-0.8	7	-2	0	1.2	x	-5	x	x
CCN(C(=O)COC(=O)Cc1coc2cc(C)ccc12)c1c(N)n(Cc2ccccc2)c(=O)[nH]c1=O	1.0	-11	-1	-3	-0.2	-0.8	-6	13	-3.3
O=C(Nc1ccccn1)c1nc(-c2ccccc2)n(-c2ccccc2)n1	1.3	0	1	0	0.5	-0.6	-2	7	-2.5
Cc1cc(=O)oc2cc(OCC(=O)NCc3ccccn3)ccc12	x	3	0	0	0.2	-0.5	0	0	0.1
Cc1c(NC(=O)c2cc3c(s2)-c2ccccc2OC3)cccc1[N+](=O)[O-]	x	4	6	-1	2.3	0.5	-3	-5	-0.3
COc1ccc(N2C(=O)CC(Cc3ccccc3)C2=O)cc1 (stereo not given)	x	3	-1	-4	-0.7	-0.4	-2	9	-5.4
O=C(NCC(c1ccco1)N1CCN(c2ccccc2F)CC1)C(=O)NC1CCCCC1 (stereo not given)	-4.2	-1	6	7	0.1	-0.6	2	4	-2.0
C[N+]1(C)CCC(=C2c3ccccc3CC(=O)c3sccc32)CC1	x	-11	32*	2	0.0	0.5	-2	-1	-3.8
COC(=O)[C@H](Cc1ccccc1)N(Cc1ccccc1)S(=O)(=O)N(Cc1ccccc1)[C@@H](Cc1ccccc1)C(=O)OC	0.2	-2	-3	-9	-0.3	-0.8	-7	7	-2.0
Cc1cc(C)c2c(CC(=O)NCc3ccco3)coc2c1	x	5	3	15	1.3	0.3	0	-7	-2.9
CCN(C(=O)c1cc2cccc(OC)c2oc1=O)C1CCCCC1	x	-2	-5	1	0.4	-1.4	-4	3	-2.6
COc1cccc(CN2CCN(C3CSCCSC3)CC2CCO)c1 (stereo not given)	0.7	-6	7	3	-0.8	-0.6	-4	2	-2.5
O=C(COC(=O)CCSc1ccccc1)Nc1ccccc1Br	-0.1	3	2	-2	-0.6	0.1	2	31	-2.5
CCOc1ccc(C2C(C#N)=C(N)Oc3cc(C)n(Cc4ccco4)c(=O)c32)cc1OC (stereo not given)	0.3	-2	3	0	0.2	-0.8	6	4	1.4
CC(NCCOc1ccccc1F)C(=O)Nc1ccc(S(N)(=O)=O)cc1 (stereo not given)	1.5	-2	-9	-5	0.9	-0.6	-9	-8	-2.4
Cc1ccsc1-c1nc(CN2C[C@@H](C)O[C@@H](C)C2)c(C)o1	1.4	5	-8	-7	-0.8	-0.1	-6	3	-1.0
CC(NC(=O)C(=O)N1CCCCC1)C(c1cccs1)N1CCN(c2ccccc2F)CC1 (stereo not given)	-0.7	-4	12	1	-1.1	5.8	-2	20	-4.2
CC1CCCC(C)N1/N=C/c1ccccc1Br (stereo not given)	0.6	3	-6	4	-0.1	-2.0	-4	6	x
COc1ccc(S(=O)(=O)N(C)C[C@H]2Oc3ccc(NC(=O)c4ccncc4)cc3C(=O)N([C@H](C)CO)C[C@@H]2C)cc1	-1.4&1.2	1	1	-7	-0.4	0.5	1	15	2.1
CCOC(=O)/C(C#N)=C1/SC(CCO)C(=O)N1c1ccccc1 (stereo not given)	x	4	3	-5	-0.7	0.9	-18	3	-3.4
